From PubChem
M5 antag – antagonists of human muscarinic M5 receptor (CHRM5); P08912; CHO-hM5 cells, Fluo-8 calcium fluorescence, ACh EC80; inhibition, % at 3 µM; hit rate 0.59% among 360,000;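 active means inhibition above a per-plate cutoff, the mean of that plate's test compounds plus 3 SD, cut at about 27% in these data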;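 further: 0% = acetylcholine EC80 with DMSO and 100% = DMSO without agonist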
Target sequence (P08912 whole entry, looked up): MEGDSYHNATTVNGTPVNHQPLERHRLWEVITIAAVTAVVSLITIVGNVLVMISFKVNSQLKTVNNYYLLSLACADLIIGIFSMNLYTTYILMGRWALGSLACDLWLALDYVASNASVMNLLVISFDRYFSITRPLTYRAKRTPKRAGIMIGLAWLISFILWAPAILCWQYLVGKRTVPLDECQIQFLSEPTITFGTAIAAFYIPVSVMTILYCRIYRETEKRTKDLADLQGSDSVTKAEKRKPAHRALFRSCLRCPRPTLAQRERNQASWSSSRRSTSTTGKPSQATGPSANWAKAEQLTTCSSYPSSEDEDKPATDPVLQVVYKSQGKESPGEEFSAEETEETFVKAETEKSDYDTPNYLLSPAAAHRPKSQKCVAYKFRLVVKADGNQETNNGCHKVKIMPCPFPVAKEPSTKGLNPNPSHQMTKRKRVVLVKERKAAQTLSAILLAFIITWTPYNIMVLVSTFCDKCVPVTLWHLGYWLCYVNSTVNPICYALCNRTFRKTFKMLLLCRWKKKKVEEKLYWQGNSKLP
CHRM4 antagonist – antagonists of human muscarinic M4 receptor (CHRM4); P08173; CHO-hM4 cells, ACh EC80, Fluo-8 calcium fluorescence; inhibition, % at 3 µM; hit rate 0.73% among 360,000; AID 624125;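 active means inhibition above its plate's cutoff, the mean inhibition of sample wells plus 3 SD, cut at about 27% in these data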;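 further: 0% = acetylcholine EC80 with DMSO and 100% = DMSO without agonist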
Target sequence (P08173 whole entry, looked up): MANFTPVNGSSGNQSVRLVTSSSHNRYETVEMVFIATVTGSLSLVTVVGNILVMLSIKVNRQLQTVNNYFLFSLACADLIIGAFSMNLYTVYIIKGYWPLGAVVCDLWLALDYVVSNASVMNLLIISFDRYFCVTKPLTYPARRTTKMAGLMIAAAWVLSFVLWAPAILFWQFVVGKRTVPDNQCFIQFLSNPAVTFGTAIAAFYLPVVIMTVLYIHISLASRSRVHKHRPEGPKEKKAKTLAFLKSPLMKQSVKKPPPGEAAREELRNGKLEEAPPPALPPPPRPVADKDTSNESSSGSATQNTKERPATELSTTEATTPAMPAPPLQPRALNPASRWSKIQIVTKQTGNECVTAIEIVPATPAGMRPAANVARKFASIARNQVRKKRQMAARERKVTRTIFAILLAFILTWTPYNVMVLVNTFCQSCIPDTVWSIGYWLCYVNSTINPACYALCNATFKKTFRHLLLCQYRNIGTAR
M4 PAM – CHRM4 positive allosteric modulation | P08173 | CHO-K1 hM4/Gqi5, Fluo-8 calcium fluorescence, ACh EC20; 0% = ACh EC20, 100% = maximal ACh | activation, % at 3 µM | hit rate 0.4% among 360,000 | AID 624126;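 active means activation above its plate's cutoff, the mean activation of sample wells plus 3 SD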; further: some results filed as inactive read as strong as hits
CHRM5 PAM – potentiates acetylcholine response at human M5 receptor | P08912 | CHO-K1 hM5, Fluo-8 calcium, ACh EC20 PAM; 0% = ACh EC20, 100% = ACh EC100 | activation, % at 3 µM | hit rate 0.3% among 360,000;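 active means activation above the run cutoff, the mean activation of all test compounds plus 3 SD, cut at about 18% in these data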
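Assay system: CHO-K1 hM5 cells / Incubation: Fluo-8 loading 80 min at 37 °C plus 30 min room temperature / Technique: Fluo-8 calcium dye fluorescence, kinetic read / Repeats: single replicate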
CHRM4 agonist – CHRM4 agonism in calcium assay; CHO-K1 hM4/Gqi5, Fluo-8 calcium fluorescence; vehicle 0%, full acetylcholine response 100%; AID 624127; P08173; activation, % at 3 µM; hit rate 0.14% among 360,000;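 active means activation above the run mean over all test wells plus 3 SD, cut at about 32% in these data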;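 further: peak over basal fluorescence ratio per well then scaled between controls; 0% = DMSO wells and 100% = acetylcholine at EC100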
CRFR2-BP antag – blocks CRF-induced signaling of the CRF-BP/CRF-R2 complex; inhibition, % at 11.8 µM; HEK293 CRF-R2/CRF-BP, CRF-induced calcium fluorescence; hit rate 0.59% among 350,000; AID 588475;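 active means inhibition of the ligand-induced calcium signal above about 50% at the single tested concentration, limit read from the data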
IDE cell inh – inhibitors of human insulin-degrading enzyme in cells; HEK cells, FAbetaB cleavage, fluorescence polarization; inhibition, % at 5.59 µM; AID 434962; hit rate 0.41% among 320,000;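 active means percent inhibition above the average of all tested compounds plus 3 SD, set per screening campaign, cut at about 16% in these data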;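 further: IDE supplied by intact live HEK cells; FP after avidin binding of uncleaved biotin substrate so inhibition keeps polarization high; 0% = DMSO wells and 100% = 60 µM reference IDE inhibitor Ii1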
CHRM5 agonist – agonists of human muscarinic M5 receptor (CHRM5) | P08912 | CHO-K1 hM5 cells, Fluo-8 calcium fluorescence; 0% DMSO wells, 100% maximal acetylcholine response | activation, % at 3 µM | hit rate 0.19% among 360,000 | AID 624037;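 active means activation above the run's mean over test compounds plus 3 SD, cut at about 23% in these data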;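 further: signal is peak over basal fluorescence ratio across the kinetic read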
CRFR2-BP ag – CRF-BP/CRF-R2 complex agonism. HEK293 CRF-R2/CRF-BP, calcium dye fluorescence (FLIPR); percent of saturating CRF peptide response. activation, % at 13.2 µM. hit rate 0.46% among 350,000;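 active means activation of at least 50%, plus an integration ratio under a set limit after plate pattern correction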;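 further: plate controls were neutral control wells without compound for no effect and CRF at EC100 for full effect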
Numbers without * were called inactive; · = no result given.

Start of the listing, in advance:
SMILES	M5 antag	CHRM4 antagonist	M4 PAM	CHRM5 PAM	CHRM4 agonist	CRFR2-BP antag	IDE cell inh	CHRM5 agonist	CRFR2-BP ag
CC(=O)N(Cc1cccc(Br)c1)c1ccc(N2CCOCC2)c(Cl)c1	6	-3	-1	6	6	1	6	3	3.7
CCOC(=O)C1=CCC(c2ccccc2C(F)(F)F)N(S(=O)(=O)c2ccc(C)cc2)C1 (stereo not given)	0	-5	-10	-10	-1	·	·	-4	·
Cc1ccc(C(=O)Nc2nncs2)cc1S(=O)(=O)N1CCOCC1	-2	-10	8	-3	2	-1	3	-7	0.1
O=C(N[C@@H](c1ccccc1)[C@@H]1C[C@H]1C(=O)NCc1ccccn1)OCc1ccccc1	8	-8	7	-2	4	6	-1	2	-0.7

The listing (from the top)
SMILES	M5 antag	CHRM4 antagonist	M4 PAM	CHRM5 PAM	CHRM4 agonist	CRFR2-BP antag	IDE cell inh	CHRM5 agonist	CRFR2-BP ag
CC(=O)N(Cc1cccc(Br)c1)c1ccc(N2CCOCC2)c(Cl)c1	6	-3	-1	6	6	1	6	3	3.7
CCOC(=O)C1=CCC(c2ccccc2C(F)(F)F)N(S(=O)(=O)c2ccc(C)cc2)C1 (stereo not given)	0	-5	-10	-10	-1	·	·	-4	·
Cc1ccc(C(=O)Nc2nncs2)cc1S(=O)(=O)N1CCOCC1	-2	-10	8	-3	2	-1	3	-7	0.1
O=C(N[C@@H](c1ccccc1)[C@@H]1C[C@H]1C(=O)NCc1ccccn1)OCc1ccccc1	8	-8	7	-2	4	6	-1	2	-0.7
C[C@H](CO)N1C[C@H](C)[C@@H](CN(C)CC2CC2)Oc2c(NC(=O)C3CC3)cccc2C1=O	13	6	2	1	-1	27	·	-2	-2.0
CCn1cc(CN2CCC(n3nccc3NC(=O)CCOc3ccccc3)CC2)cn1	-3	1	20	3	2	-1	4	-3	0.9
Cc1ccc(Cc2c(-c3cccc(Br)c3)nc3ccc(Br)cn23)cc1	-7	-35	8	2	0	·	·	0	·
O=C(Cc1ccc(Br)cc1)OCC(=O)c1ccc2c(c1)OCCO2	-4	-14	30*	4	4	0	8	-6	4.1
CCN(CC)CCCC(C)NC(=O)c1ccc(C(F)(F)F)cc1 (stereo not given)	9	-5	6	-2	0	7	-4	-6	0.1
CCCOC(=O)CC1C(=O)NCCN1Cc1ccc(F)cc1 (stereo not given)	4	-3	-3	-3	0	-4	-1	1	0.3
Cn1c(=O)[nH]c(=O)c2c1nc(Br)n2Cc1ccc(Cl)cc1	0	10	-8	-2	0	3	·	0	0.7
O=C(Cc1cccc2ccccc12)NC(=S)Nc1cccc(C(=O)O)c1	-4	-7	-4	7	0	-4	5	-2	0.4
COC(=O)c1ccc(COc2ccc3c(c2)CCC3)o1	2	-11	5	-5	-1	17	3	-6	-1.5
COCc1c(Br)c(C)nc(OCC(=O)N/N=C/c2ccco2)c1C#N	11	-13	11	1	2	-14	6	-2	-5.1
O=C(Nc1ccccc1Cl)c1cccc(NC(=O)C2CCCC2)c1	9	-9	2	-4	4	-1	0	-2	-0.4
COc1cccc(C(=O)OCC(=O)Nc2nnc(-c3ccccc3)o2)c1	-8	-13	12	9	0	4	1	0	-0.5
COCCCn1c(SCC(=O)n2c(C)c(C)c3ccccc32)nnc1-c1ccoc1C	3	0	-4	-5	2	-33	-2	-10	2.3
COCCCNC(=O)C1CCN(C(=O)c2oc3cc4sc(N(C)C)nc4cc3c2C)CC1	14	-3	12	0	1	20	-2	-2	-1.9
CCN(C(=O)CN1C(=O)S/C(=C\c2cccc(OC)c2)C1=O)C1CCS(=O)(=O)C1 (stereo not given)	-8	-11	-3	10	1	-10	4	-3	0.6
C/C(=N\Nc1nc2ccccc2[nH]1)c1ccc2c(c1)OCCO2	6	3	-4	-3	5	-6	0	-3	-0.5
FC(F)(F)c1cnc(COc2cc(Cl)cc(Cl)c2)c(Cl)c1	3	-5	19	-3	0	-12	6	0	1.1
C=Cn1cc[n+](CC(=O)c2ccc(OC)cc2)c1	13	1	0	-7	0	1	0	-7	-0.5
CC(C)(C)c1ccc(C(=O)OCCNC(=O)c2c(Cl)nc3ccccn23)cc1	16	18	-13	-13	14	-3	-2	3	1.0
CCCC(C)NC1=NCCCCC1 (stereo not given)	5	5	1	-4	0	1	3	-3	2.2
Cc1ccc(-c2nnn(CCC(=O)N3CCCCC3C)n2)cc1 (stereo not given)	-7	-6	6	-1	4	-22	11	1	2.1
O=C(CSc1nccn1-c1cccc(Cl)c1)Nc1ccc2c(c1)OCCO2	5	-4	-1	-4	2	-3	-2	1	-0.3
CC(C)Oc1ccc(CC2CCC(=O)N(C)C2=O)cc1 (stereo not given)	5	9	-1	-4	0	19	2	-3	-1.0
O=C(NCc1ccccc1)c1cc(C2COCCN2C(=O)C2CC2)on1 (stereo not given)	-5	-18	11	1	1	·	·	1	·
CCOc1cc(-c2noc(CCC(=O)NCCc3ccccc3)n2)ccc1OC	-3	-9	1	0	2	0	5	1	-0.6
O=C(COc1ccc2ccccc2c1)Nc1ccc(S(=O)(=O)N2CCCCCC2)cc1	4	5	-6	-12	4	-9	5	-2	2.6
COC(=O)c1cc2oc3ccccc3c2n1CC(=O)N1CCCc2ccccc21	-1	-6	-2	-2	0	-1	-3	3	8.7
COc1ccc(Cl)cc1S(=O)(=O)N1CCC(C(=O)NC2CCCC2)CC1	15	7	-6	-5	2	-13	1	0	4.1
CN=C1S/C(=C\c2ccc(OCC(=O)OC)c(OC)c2)C(=O)N1C	3	1	-2	5	0	-2	10	1	0.2
O=C(C[C@H]1C/C=C\CC[C@H](Cc2ccc(F)cc2)C(=O)OC[C@H]2CCCN2C1=O)N[C@H](CO)Cc1ccccc1	-3	-18	-6	-3	11	-9	-2	2	11
COCCNCC(=O)N1CCCCCC1	6	-5	-4	3	0	1	1	0	0.3
CC(=O)Nc1ccc(S(=O)(=O)N2CCN(CC(=O)N3CCOCC3)CC2)cc1	1	1	-2	2	0	-11	3	1	-0.4
O=C(Cn1c(=O)oc2cc(S(=O)(=O)N3CCCC3)ccc21)Nc1ccccn1	-3	2	0	-4	1	·	·	2	·
NS(=O)(=O)c1ccc(NC(=S)Nc2ccc(S(=O)(=O)N3CCCC3)cc2)cc1	-9	-5	1	2	0	-1	6	1	-3.0
CCOc1cc(C(=O)NC(C)CC)cc(OCC)c1OCC (stereo not given)	1	-9	6	3	0	8	4	-4	0.2
CCC(=O)Nc1nnc(S(=O)(=O)N(C)Cc2ccco2)s1	6	-4	9	-1	1	1	-1	-3	-0.5
COc1ccccc1C1NC(=O)NC(C)=C1C(=O)OCc1ccccc1 (stereo not given)	-2	-13	2	6	2	-20	-5	-2	1.8
COc1ccccc1-c1nnc(SCC(=O)N2CCC(C)CC2)o1	2	-3	1	-4	0	-3	0	-1	0.8
Cc1ccc(OCC(=O)NNC(=O)CSc2ncc(C#N)c(N)n2)cc1	-7	-7	-1	8	0	-11	-3	-3	-1.3
Cc1ccc(C(C(=O)NCc2ccco2)N(Cc2ccco2)C(=O)CNC(=O)c2ccco2)cc1 (stereo not given)	3	3	-10	-11	4	9	1	0	-0.4
CC(C)Oc1ccc(C2NC(=O)c3ccccc3O2)cc1 (stereo not given)	6	1	-7	-1	0	-12	-2	-1	-3.7
Cc1ccc(COc2ccc(C(=O)NN)cc2)cc1	8	0	-1	-13	0	-15	-2	-1	0.2
CCC(C)[C@@H](NC(=O)OC(C)(C)C)c1nnc(S(=O)(=O)Cc2cccc(C)c2)o1 (stereo not given in full)	0	12	-9	-6	1	6	·	-1	16
O=c1[nH]c2ccc(NC(=S)Nc3ccccc3Cl)cc2[nH]1	-6	1	0	0	1	-20	-3	1	2.2
CC(C)S(=O)(=O)N1CCCC(C(=O)c2cccc(Cl)c2)C1 (stereo not given)	-8	-8	6	0	2	11	4	-5	-1.0
Cc1ccc(CC(=O)Nc2ccc(S(=O)(=O)N3CCOCC3)cc2)cc1	1	-19	-3	-3	8	-13	2	7	2.1

Later entries:
SMILES	M5 antag	CHRM4 antagonist	M4 PAM	CHRM5 PAM	CHRM4 agonist	CRFR2-BP antag	IDE cell inh	CHRM5 agonist	CRFR2-BP ag
O=C(COc1ccccc1)Nc1cccc(-c2nnc(-c3ccccc3)o2)c1	6	-15	-3	-8	12	-10	0	-1	1.7
OC[C@@H]1CN(Cc2ccco2)C[C@H](n2cnc3c(NC4CCC4)ncnc32)O1	-3	-2	8	-2	1	·	·	2	·
N#Cc1ccccc1-n1c(N)c(C(=O)N2CCCC2)sc1=S	-2	0	1	2	2	-16	-3	2	0.6
COc1ccc(CCN(C)C(=O)CN2C(=O)c3ccccc3S2(=O)=O)cc1OC	-6	-2	11	4	2	8	-1	-6	-0.4
CC(=O)N(/N=C1\Sc2ccccc2C1=O)c1ccccc1C	8	-4	-5	-6	3	-43	5	-7	2.6
Cc1cc(C)c(S(=O)(=O)N2CCN(C(=O)C(C)Cn3nc(C)nc3C)CC2)c(C)c1 (stereo not given)	-8	7	-1	6	2	15	4	0	-0.5
C=C1CC2(OC1=O)c1ccccc1CCc1ccccc12	17	48*	-8	-5	3	7	·	-10	-1.4
COC(=O)c1c[n+]([O-])ccc1OC	1	-2	5	-2	1	·	·	2	·
O=C(Cc1ccccc1)N/N=C/c1cc(Br)cs1	-8	-9	0	6	1	1	-4	7	1.9
CN(C)S(=O)(=O)c1cccc(NC(=O)c2cccc(S(=O)(=O)N3CCc4ccccc43)c2)c1	15	24	-15	-30	15	8	-2	2	0.2
CCOC(=O)N1CCC(NC(=O)C2CCCN(Cc3nc(-c4cccc(C)c4)oc3C)C2)CC1 (stereo not given)	20	11	-5	-15	14	9	-14	5	-1.0
Cc1ccc(S(=O)(=O)Nc2cc(C(F)(F)F)ccc2N2CCOCC2)cc1C	-5	-3	6	0	0	-63	-3	-1	1.2
CCCCCCSc1ccc(-c2nc3ccc(Cl)cn3c2NC2CCCCC2)cc1	7	-5	9	-12	1	-1	5	3	-0.3
CCc1ccc(C(=O)NCc2cnn(C)c2)s1	-2	5	1	0	0	-2	-5	-1	-3.0
CCN(CC)CCNS(=O)(=O)c1ccc(Cl)cc1	0	-5	5	4	1	-6	0	-8	0.0
O=C(Nc1ccncc1)c1cc(-c2cccc(Br)c2)nc2ccccc12	-3	0	-1	0	2	-2	-3	2	1.0
O=C(CSc1nc2ccc([N+](=O)[O-])cc2[nH]1)c1ccc(Cl)cc1	16	-8	-3	-18	6	-5	5	2	-0.5
CNC(=O)c1cc(S(=O)(=O)Nc2ccc(C)cc2C)ccc1C	14	5	-7	-7	4	-16	-2	0	2.2
CCOC(=O)C1CCN(c2ncnc3c2c(-c2ccccc2)cn3-c2ccc(C)cc2)CC1	-2	-1	9	8	1	9	2	2	2.8
O=C(Nc1cccc2ccccc12)NC1CCCc2ccccc21 (stereo not given)	-1	0	0	0	0	1	6	-5	0.9
Cc1cccc(NC(=S)NCCc2ccc(Cl)cc2)c1C	7	-17	-9	-9	0	10	6	-13	-0.8
C=CCn1c(Sc2nncn2C)nc2c1c(=O)[nH]c(=O)n2C	-4	-3	15	3	1	-4	-4	1	-1.9
COC(=O)c1cc(OC)c(OC)cc1NCC(=O)Nc1ccc(C)cc1	-1	6	-1	-2	1	9	-4	1	0.1
COc1ccc(OC)c(Nc2ccc(C(=O)O)cc2[N+](=O)[O-])c1	2	0	1	2	0	10	1	0	0.2
